# Pf Dd2 inh: inhibitors of Plasmodium falciparum Dd2 growth; AID 1159554; hit rate 2.3% among 94,000; P. falciparum Dd2 growth, SYBR Green, 72 h; stronger effect = lower value; activity change, % at 10 µM; in the data active means activity change below about -80%; inconclusive means no clear call, values can overlap the other calls
# C diff HTS: C. difficile growth inhibition | Clostridium difficile clinical isolate growth, OD600, 24 h; stronger effect = lower value | growth activity, negative = inhibition, % at 16 µg/mL (by protocol) | hit rate 0.25% among 86,000;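 active means mean growth activity at or below -80% and every replicate also at or below -80%; inconclusive means mean at or below -80% but some replicate above -80%; inactive means mean growth activity above -80%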;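 further: 0% = DMSO wells and -100% = levofloxacin 16 µg/mL wells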
# Tcruzi prolif: T. cruzi proliferation inhibition. T. cruzi beta-gal in NIH3T3, GalScreen luminescence, 90 h. inhibition, % at 8.34 µM. hit rate 5.9% among 77,000. AID 624255;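 active means mean inhibition above about 93%, with at least 55% of replicates each passing it, limit read from the data, passing the limit was not always enough; inconclusive means only one of those two conditions holds; inactive means neither condition holds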
# GASC1 inh: blocks human GASC-1 (KDM4C) demethylase activity. Q9H3R0. inhibition, % at 12.5 µM. hit rate 0.15% among 96,000. GST-KDM4C 2-372, H3K9me3 peptide, LANCE TR-FRET;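 active means mean replicate inhibition above about 25%, with at least 55% of replicates also reaching it, limit read from the data, passing the limit was not always enough; inconclusive means only one of those two conditions met; inactive means neither condition met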
# Target sequence (Q9H3R0 2-372 limits assumed): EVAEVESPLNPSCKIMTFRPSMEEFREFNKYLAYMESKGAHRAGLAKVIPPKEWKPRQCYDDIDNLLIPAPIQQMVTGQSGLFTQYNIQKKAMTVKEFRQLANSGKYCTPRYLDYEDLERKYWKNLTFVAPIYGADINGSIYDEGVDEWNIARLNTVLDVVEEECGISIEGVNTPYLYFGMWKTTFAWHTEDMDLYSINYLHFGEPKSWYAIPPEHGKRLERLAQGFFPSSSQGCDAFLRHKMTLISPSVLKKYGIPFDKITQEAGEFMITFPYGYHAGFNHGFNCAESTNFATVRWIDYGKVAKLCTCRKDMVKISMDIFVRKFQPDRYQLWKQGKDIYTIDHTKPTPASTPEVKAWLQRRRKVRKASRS
#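 Test system – GST-tagged GASC-1 (JMJD2C) catalytic fragment, aa 2-372 · Medium – HEPES buffer, pH 7.5, plus ascorbate · Reagent – H3K9me3 peptide with Fe(II)/2OG · Compound – one test concentration per compound · Timing – 30 min reaction, 60 min detection, RT · Technique – TR-FRET with Eu antibody and ULight streptavidin, EDTA stop · Read-out basis – inhibition from TR-FRET ratio decrease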
# The depositor's hits bear a star; ? = inconclusive; / = not tested or not shown; & = joins results of further samples.
# Below each compound – Pf Dd2 inh | Tcruzi prolif | C diff HTS | GASC1 inh
- CCCC#Cc1ccc([C@H]2[C@@H](CO)N(C(=O)C3CCC3)[C@H]2C#N)cc1
  -15 | / | -6 | -2.4
- COc1ccc(S(=O)(=O)N2CCC3(CC2)CN(C(=O)c2cccnc2)[C@H](CO)c2c3c3ccc(OC)cc3n2C)cc1
  -76 | / | 19 | -1.6
- O=C(C[C@H]1C=C[C@H](NC(=O)C2CCC2)[C@H](CO)O1)NCC1CC1
  2 | -15 | 0 | 3.0
- CC(C)C#Cc1ccc2c(c1)O[C@@H](CN(C)CC1CCCC1)[C@H](C)CN([C@@H](C)CO)S2(=O)=O
  -56 | 92* | 3 | -0.8
- C[C@@H]1CN([C@H](C)CO)C(=O)c2cc(NC(=O)C3CC3)ccc2O[C@@H]1CN(C)C(=O)Nc1ccccc1
  16 | -18 | -8 | -2.1
- O=C(NCC1CC1)[C@H]1[C@H](CO)[C@H]2Cn3c(ccc(-c4ccncc4)c3=O)[C@H]2N1Cc1cocn1
  15 | 7 | -1 | -0.9
- CCNC(=O)C[C@@H]1CC[C@@H]2[C@H](COc3ccc(NC(=O)NC(C)C)cc3C(=O)N2C)O1
  -5 | 16 | -1 | -0.7
- COc1ccccc1S(=O)(=O)N(C)C[C@@H]1Oc2ncc(-c3ccc(C)cc3)cc2C(=O)N([C@@H](C)CO)C[C@@H]1C
  -45 | 66 | 1 | -1.3
- CCCNC(=O)N1CC[C@@H]2[C@H]1c1cc(-c3ccccc3)ccc1N(C)[C@H]2CO
  -4 | ? | 7 | 3.7
- C[C@@H]1CN([C@H](C)CO)C(=O)Cc2cc(NC(=O)Nc3ccc(C(F)(F)F)cc3)ccc2O[C@H]1CN(C)S(C)(=O)=O
  -1 | -32 | 6 | -1.0
- C[C@@H]1CCCCO[C@H](CN(C)CC2CCCCC2)[C@H](C)CN([C@@H](C)CO)C(=O)c2cc(NC(=O)NC3CCCCC3)ccc2O1
  -53 | 35 | / | 11
- C[C@H](CO)N1C[C@H](C)[C@H](CN(C)S(=O)(=O)c2ccccc2)Oc2ncc(C#Cc3cccc(F)c3)cc2C1=O
  -31 | 50 | / | -2.8
- CCCC(=O)N1CCC2(CC1)CN(Cc1ccc(Cl)cc1)[C@H](CO)c1[nH]c3cc(OC)ccc3c12
  -85* | / | 16 | -1.4
- CO[C@H]1CN(C)C(=O)c2cc(NC(=O)NC3CCCC3)ccc2OC[C@H](C)N(CC2CC2)C[C@@H]1C
  42 | / | 14 | 0.7
- COc1ccccc1C#Cc1ccc([C@H]2[C@@H](CO)N3CCCCN(S(C)(=O)=O)C[C@@H]23)cc1
  20 | 87 | -1 | -1.4
- CCC(=O)N1CC[C@@H]2[C@H]1c1cc(-c3ccccc3F)ccc1N(C)[C@@H]2CO
  30 | 100* | 3 | 1.1
- C[C@@H]1CN([C@@H](C)CO)C(=O)Cc2cc(NC(=O)CCC(F)(F)F)ccc2O[C@H]1CN(C)CC1CCCCC1
  -14 | 54 | -1 | 1.7
- Cc1noc(C)c1S(=O)(=O)Nc1ccc2c(c1)CC(=O)N([C@@H](C)CO)C[C@H](C)[C@@H](CN(C)Cc1ccc(C(=O)Nc3ccccc3N)cc1)O2
  -46 | / | -1 | -0.7
- CCCNC(=O)N1CCC2(CC1)CN(C(=O)CCC)[C@H](CO)c1[nH]c3cc(OC)ccc3c12
  -40 | / | 7 | 1.0
- C[C@@H]1CN([C@@H](C)CO)S(=O)(=O)c2ccc(Br)cc2O[C@H]1CN(C)C(=O)C1CCCCC1
  -1&17 | 74&38 | 1&2 | -1.1
- COc1ccccc1NC(=O)N(C)C[C@@H]1Oc2ncc(C#CCC(C)C)cc2C(=O)N([C@@H](C)CO)C[C@@H]1C
  -15 | 28 | 3 | -1.3
- CC(C)NC(=O)Nc1ccc2c(c1)C(=O)N([C@H](C)CO)C[C@H](C)[C@H](CN(C)C(=O)NC(C)C)OCCCC[C@@H](C)O2
  -33 | 12 | 0 | 0.1
- C[C@@H]1CN([C@H](C)CO)C(=O)Cc2cc(NC(=O)Nc3ccc(C(F)(F)F)cc3)ccc2O[C@H]1CN(C)S(=O)(=O)c1ccc(Cl)cc1
  -25 | -30 | 3 | -3.4
- COc1ccc(-c2ccc([C@H]3[C@@H](CO)N4CCCCN(C(=O)NC(C)C)C[C@H]34)cc2)cc1
  -16 | 104* | -2 | 0.2
- C[C@@H]1CN([C@@H](C)CO)C(=O)Cc2cc(NS(=O)(=O)c3ccc(Cl)cc3)ccc2O[C@@H]1CN(C)S(C)(=O)=O
  11 | 12 | -8 | -0.5
- C[C@@H]1CN([C@@H](C)CO)C(=O)c2cc(/C=C/c3ccccc3)cnc2O[C@@H]1CN(C)C(=O)c1cccnc1
  -16 | -12 | 2 | 15
- CCCNC(=O)N1[C@H](CO)[C@H](c2ccc(C3=CCCCC3)cc2)[C@@H]1CNC(C)C
  -71 | / | 6 | 3.9
- CNC[C@H]1Oc2ncc(-c3cncnc3)cc2C(=O)N([C@H](C)CO)C[C@@H]1C
  37 | / | 0 | 0.1
- C[C@@H]1CCCCO[C@H](CN(C)C(=O)Nc2ccccc2)[C@H](C)CN([C@@H](C)CO)C(=O)c2cc(NC(=O)CCCN(C)C)ccc2O1
  -76 | 20 | -2 | 1.8
- C/C=C/c1ccc([C@@H]2[C@@H](CN(C)C(=O)CN(C)C)N(C(=O)C3CC3)[C@H]2CO)cc1
  9 | 17 | -11 | 2.4

# As entered above:
# COc1ccccc1C#Cc1ccc([C@H]2[C@@H](CO)N3CCCCN(S(C)(=O)=O)C[C@@H]23)cc1 in Tcruzi prolif has 87
# C[C@@H]1CN([C@@H](C)CO)C(=O)Cc2cc(NC(=O)CCC(F)(F)F)ccc2O[C@H]1CN(C)CC1CCCCC1 in Tcruzi prolif has 54

# (next part)
# Below each compound – Pf Dd2 inh | Tcruzi prolif | C diff HTS | GASC1 inh
- C[C@H](CO)N1C[C@H](C)[C@@H](CN(C)S(=O)(=O)c2ccc(F)cc2)Oc2ccc(NC(=O)Nc3cccc4ccccc34)cc2C1=O
  -16 | 19 | 2 | -1.1
- O=C(NC[C@@H]1CC[C@H]2[C@H](CN2Cc2ccccc2F)O1)C1CC1
  20 | / | -2 | /
- O=C(C[C@H]1C=C[C@@H](NC(=O)c2ccc(F)cc2)[C@@H](CO)O1)NCc1ccncn1
  18 | 27 | -2 | 4.8
- CO[C@@H]1CN(C)C(=O)c2cc(NC(=O)C3CCCC3)ccc2OC[C@@H](C)NC[C@@H]1C
  / | -29 | / | -2.4
- CCCNC(=O)N(C)C[C@H]1Oc2ncc(-c3ccc(OC)cc3)cc2C(=O)N([C@H](C)CO)C[C@H]1C
  9 | 6 | 2 | -2.9
- C[C@H]1CCCCO[C@H](CN(C)C(=O)C2CCCCC2)[C@@H](C)CN([C@@H](C)CO)C(=O)c2cc(NC(=O)Nc3cccc4ccccc34)ccc2O1
  -75 | ? | -8 | -2.9
- O=C(C1CCC1)N1CC(=O)N2[C@H](CO)[C@H](c3ccc(Br)cc3)[C@H]2C1
  -29 | / | 11 | 0.3
- C[C@@H]1CCCCO[C@H](CN(C)C(=O)Nc2cccc3ccccc23)[C@@H](C)CN([C@@H](C)CO)C(=O)c2cc(NS(=O)(=O)c3cn(C)cn3)ccc2O1
  -25 | 45 | -6 | 0.3
- COC(=O)[C@H]1[C@H](CO)[C@H]2Cn3c(ccc(-c4cccc(F)c4)c3=O)[C@H]2N1Cc1ccccn1
  9 | 20 | -4 | 9.0
- C[C@@H]1CN([C@H](C)CO)C(=O)Cc2cc(NC(=O)Nc3ccc4c(c3)OCO4)ccc2O[C@@H]1CN(C)S(=O)(=O)c1cccs1
  15 | -43 | -7 | -1.1
- O=C(C[C@@H]1C[C@H]2c3cc(NC(=O)CC4CC4)ccc3O[C@H]2[C@H](CO)O1)NCCc1ccccc1
  -16 | -173 | 0 | -4.8
- CCCNC(=O)Nc1ccc2c(c1)C(=O)N(C)C[C@@H](OC)[C@@H](C)CN(CCC)[C@@H](C)CO2
  32 | -2 | 1 | 0.1
- CC(C)CC#Cc1ccc2c(c1)O[C@@H](CN(C)C)[C@@H](C)CN([C@@H](C)CO)S2(=O)=O
  -67 | 26 | 15 | 0.3
- O=C(C[C@H]1CC[C@H](NC(=O)C2CCC2)[C@@H](CO)O1)NCc1ccccc1Cl
  8 | -17 | -8 | -1.3
- O=C(C[C@@H]1C[C@@H]2c3cc(NC(=O)NC4CCCC4)ccc3O[C@@H]2[C@H](CO)O1)NCc1cccnc1
  10 | / | -4 | -1.3
- CO[C@@H](CN(C)C(=O)c1ccc2c(c1)OCO2)[C@H](C)CN([C@@H](C)CO)S(=O)(=O)c1ccc(F)cc1
  7 | 59 | / | -0.8
- CC(C)NC(=O)N(C)C[C@H]1OCCCC[C@H](C)Oc2ccc(NC(=O)Nc3ccc4c(c3)OCO4)cc2C(=O)N([C@@H](C)CO)C[C@H]1C
  -5 | -27 | 0 | 5.7
- CCCC#Cc1cnc2c(c1)C(=O)N([C@H](C)CO)C[C@@H](C)[C@H](CN(C)C(=O)Nc1ccc(OC)cc1)O2
  -23 | 49 | -2 | 0.1
- C[C@H](CO)N1C[C@H](C)[C@H](CN(C)C)Oc2cc(Br)ccc2S1(=O)=O
  -17 | 35 | -4 | 4.4
- CC(C)NC(=O)N1CC[C@@H]2[C@H]1c1cc(-c3ccc(F)cc3)ccc1N(C)[C@@H]2CO
  -10 | 108* | 22 | -0.1

# Part of the list above, showing only Pf Dd2 inh, Tcruzi prolif and C diff HTS.
smiles	Pf Dd2 inh	Tcruzi prolif	C diff HTS
C[C@H](CO)N1C[C@H](C)[C@H](CN(C)C)Oc2cc(Br)ccc2S1(=O)=O	-17	35	-4
CCCC(=O)N1CCC2(CC1)CN(Cc1ccc(Cl)cc1)[C@H](CO)c1[nH]c3cc(OC)ccc3c12	-85*	/	16
CC(C)NC(=O)Nc1ccc2c(c1)C(=O)N([C@H](C)CO)C[C@H](C)[C@H](CN(C)C(=O)NC(C)C)OCCCC[C@@H](C)O2	-33	12	0
CCNC(=O)C[C@@H]1CC[C@@H]2[C@H](COc3ccc(NC(=O)NC(C)C)cc3C(=O)N2C)O1	-5	16	-1
CC(C)NC(=O)N(C)C[C@H]1OCCCC[C@H](C)Oc2ccc(NC(=O)Nc3ccc4c(c3)OCO4)cc2C(=O)N([C@@H](C)CO)C[C@H]1C	-5	-27	0

# (list continues)
# Below each compound – Pf Dd2 inh | Tcruzi prolif | C diff HTS | GASC1 inh
- O=C(N[C@H]1CC[C@H](CCNC(=O)C2CC2)O[C@@H]1CO)c1ccccn1
  / | / | 0 | -4.0
- C[C@@H]1CN([C@H](C)CO)C(=O)c2c(c3ccccc3n2C)-c2ccccc2CO[C@@H]1CN(C)CC1CC1
  -25 | -2 | / | -1.5
- C[C@H]1CN([C@@H](C)CO)C(=O)c2cccc(NC(=O)c3cnccn3)c2O[C@H]1CN(C)Cc1ccncc1
  -7 | -15 | 0 | 0.1
- CN(C)CC(=O)N1[C@@H]2Cn3c(ccc(C4=CCCC4)c3=O)[C@H]1[C@@H](C(=O)NCC1CCCCC1)[C@@H]2CO
  5 | 42 | 1 | -1.3
- CC(=O)N(C)C[C@@H]1Oc2cc(-c3ccc(F)cc3)ccc2S(=O)(=O)N([C@H](C)CO)C[C@@H]1C
  -5 | -4 | 0 | -3.2
- C[C@@H]1CN([C@H](C)CO)C(=O)c2cc(NC(=O)Nc3ccc(F)cc3)ccc2O[C@@H]1CN(C)C(=O)Nc1cccc2ccccc12
  -13 | / | 9 | -3.1
- CNC[C@@H]1Oc2ccc(NC(=O)C3CCCCC3)cc2C(=O)N([C@H](C)CO)C[C@H]1C
  7 | -13 | -4 | -1.0
- C[C@H](CO)N1C[C@H](C)[C@H](CN(C)C(=O)c2ccccc2F)Oc2ncc(Br)cc2C1=O
  49&45 | 1&12 | 1&1 | -2.3
- COc1ccc(C#Cc2cccc(-c3nc(C(=O)N4CCN(C)CC4)cc4c3[C@@H](CCO)N(S(=O)C(C)(C)C)C4)c2)cc1OC (stereo partly drawn)
  -42 | / | -1 | 2.9
- CC(C)C#Cc1ccc([C@H]2[C@H](C#N)N(C(=O)c3ccccn3)[C@H]2CO)cc1
  -3 | 81 | -5 | 4.3
- CCCNC(=O)N[C@@H]1CC[C@H](CCn2cc(C3CCCC3)nn2)O[C@H]1CO
  19 | -48 | / | -0.1
- C[C@@H]1CCCCO[C@@H](CN(C)C(=O)Nc2ccc(C(F)(F)F)cc2)[C@H](C)CN([C@H](C)CO)C(=O)c2cc(NC(=O)Nc3cccc4ccccc34)ccc2O1
  -79 | 100* | -13 | -1.3
- C[C@H](CO)N1C[C@H](C)[C@@H](CN(C)C(=O)C2CCOCC2)Oc2ncc(-c3ccncc3)cc2C1=O
  36 | 0 | -1 | 0.6
- CNC(=O)C[C@H]1CC[C@@H]2[C@@H](COc3ccc(NC(=O)Nc4ccc(F)c(F)c4)cc3C(=O)N2C)O1
  -6 | 14 | -3 | -0.7
- C[C@@H]1CN([C@@H](C)CO)S(=O)(=O)c2ccc(Br)cc2O[C@H]1CN(C)Cc1ccncc1
  -41 | 101* | 3 | /
